Assay outcomes from PubChem BioAssay.
TRPV1 agonist – HTS Assay for Compounds that Act as Agonists of the Vanilloid Receptor 1. activation, % at 8.33 µM. AID 540275, 2011. TRPV1-expressing cells, Fluo-8 calcium influx, agonist mode. 320,000 tested, 0.19% active. Transient receptor potential cation channel subfamily V member 1 (Homo sapiens), Q8NER1; in the data active = activation above about 80%; inconclusive = between about 30% and that limit; note: 0% is about no effect
Target sequence (Q8NER1 whole entry, looked up): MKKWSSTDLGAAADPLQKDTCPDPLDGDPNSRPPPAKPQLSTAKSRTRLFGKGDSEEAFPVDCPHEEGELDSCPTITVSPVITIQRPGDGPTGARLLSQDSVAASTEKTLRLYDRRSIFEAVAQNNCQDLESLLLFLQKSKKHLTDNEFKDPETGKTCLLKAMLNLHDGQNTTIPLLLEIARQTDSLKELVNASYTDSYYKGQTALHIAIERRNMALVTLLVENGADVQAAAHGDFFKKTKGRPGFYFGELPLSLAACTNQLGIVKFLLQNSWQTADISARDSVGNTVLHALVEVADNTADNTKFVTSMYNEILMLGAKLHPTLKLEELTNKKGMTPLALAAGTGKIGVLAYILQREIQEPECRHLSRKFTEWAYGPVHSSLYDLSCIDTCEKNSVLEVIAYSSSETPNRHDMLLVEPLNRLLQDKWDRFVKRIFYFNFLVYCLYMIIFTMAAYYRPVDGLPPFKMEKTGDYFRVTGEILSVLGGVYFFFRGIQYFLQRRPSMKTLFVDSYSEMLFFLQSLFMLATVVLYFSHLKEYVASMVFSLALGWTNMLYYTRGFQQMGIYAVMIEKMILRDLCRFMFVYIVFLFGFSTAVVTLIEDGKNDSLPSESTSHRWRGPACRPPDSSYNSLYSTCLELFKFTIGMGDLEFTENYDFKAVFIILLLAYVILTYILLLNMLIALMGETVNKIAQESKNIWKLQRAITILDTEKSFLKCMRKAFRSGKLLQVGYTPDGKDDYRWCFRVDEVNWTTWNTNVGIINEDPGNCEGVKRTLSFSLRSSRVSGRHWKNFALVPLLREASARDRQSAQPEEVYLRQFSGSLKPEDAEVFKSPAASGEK
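Fluo-8 calcium influx in TRPV1-expressing cells, kinetic read (ex 480/em 520 nm). Compound added and read 3 min for agonist activity, followed by capsaicin at EC20 final and 2 min further read for enhancement.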
ELG1 genotoxic – qHTS screen for small molecules that induce genotoxicity in human embryonic kidney (HEK293T) cells expressing luciferase-tagged ELG1 | HEK293T ELG1-luciferase reporter, luminescence, 16 h | Potency, µM (series often up to 46 µM), inactives show at the top dose activity change, positive = activation, hits mostly activators | 330,000 tested, 1.3% active | AID 504466, 2011; note: potency is the fitted concentration of half-maximal effect; % of control where 0% means no effect; nearly all actives have a fitted effect of over 60% in size
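Luminescence read-out: rising ELG1-luciferase signal, reflecting elevated ELG1 protein under genetic stress, flags genotoxic compounds. Cells were treated for 16 hr at 37 °C before ONE-Glo detection.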
FLuc modulator – qHTS profiling assay for firefly luciferase inhibitor/activator using purifed enzyme and Km concentrations of substrates (counterscreen for miR-21 project) | Luciferin 4-monooxygenase (Photinus pyralis), P08659 | purified FLuc, Km substrates, luminescence inhibition | Potency, µM (series often up to 57.5 µM), without a hit: at the highest dose activity change, negative = inhibition, most hits filed as inhibitors | 360,000 tested, 6.9% active | AID 588342, 2011;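 note: potency is the fitted concentration of half-maximal effect; plate controls were vehicle for no effect and reference inhibitor for full effect; nearly all actives have a fitted effect of over 55% in size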
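Purified P. pyralis luciferase (10nM final) with 10uM D-luciferin and 10uM ATP (Km levels) in 50mM Tris acetate pH 7.5, 10mM Mg acetate, 0.01% Tween-20, 0.05% BSA; qHTS 6-point titration, ~60 µM downward; luminescence read.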
ELG1 DNA repair – qHTS screen for small molecules that inhibit ELG1-dependent DNA repair in human embryonic kidney (HEK293T) cells expressing luciferase-tagged ELG1. HEK293T ELG1-luciferase reporter, luminescence, 16 h; DNA damage induced by 5-fluorouridine. Potency, µM (doses to about 46.1 µM), inactives show at the top dose activity change, negative = inhibition, actives largely listed as inhibitors. 330,000 tested, 2.3% active. AID 504467, 2011; note: potency is the fitted concentration of half-maximal effect; % is set by controls: 0 for no effect and ±100 for the full control effect; nearly all actives have a fitted effect of over 55% in size
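In this reporter screen, reduction of luminescence relative to DMSO vehicle indicated activity. Compounds and 5-fluorouridine were added together to 2,000 cells per well, incubated for 16 hr at 37 °C, then developed with ONE-Glo.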
NPC1 promoter act – qHTS Assay for NPC1 Promoter Activators; AID 485313, 2010; Potency, µM (series often up to 9.22 µM), without a hit: at the highest dose activation, actives largely listed as activators; Huh7 NPC1 promoter luciferase reporter, 24 h; 320,000 tested, 2.4% active;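 note: potency is the fitted concentration of half-maximal effect; % of control where 0% means no effect; nearly all actives have a fitted effect of over 60% in size; reporter is driven by a mutant NPC1 promoter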
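Huh7 cells stably carrying NPC1 promoter–luciferase, plated in Opti-MEM with 10% FBS for 2 h, were exposed to compound in DMSO for 24 h at 37 °C; luciferase reagent was added for 10 min and luminescence read.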
p53 reactivator – qHTS assay for re-activators of p53 using a Luc reporter | H1299 p53-A138V BP100-luciferase reporter, luminescence, 24 h | Potency, µM (highest dose often 92.2 µM), for the others: at the top dose activity change, positive = activation, hits mostly activators | 320,000 tested, 0.063% active | AID 504706, 2011; note: potency is the fitted concentration of half-maximal effect; % of control where 0% means no effect; nearly all actives have a fitted effect of over 45% in size
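H1299 (p53-null), stable ts p53-A138V + BP100-Luc; 1000 cells/well, Opti-MEM/10% FBS; cpd 4 pt, 1:5; 24 h, 37 deg C, 5% CO2; detection reagent 10 min RT; luminescence.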
Rab9 promoter act – qHTS Assay for Rab9 Promoter Activators. 320,000 tested, 2.8% active. Huh7 Rab9 promoter-luciferase reporter, luminescence, 24 h. Potency, µM (doses to about 9.22 µM), for the others: top-dose activation, negative = inhibition, usual class: activators; note: potency is the fitted concentration of half-maximal effect; % of control where 0% means no effect; nearly all actives have a fitted effect of over 60% in size
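Rab9 promoter-driven luciferase in stably transfected Huh7 cells; 1500 cells/well rested 2 h, exposed to compound in DMSO for 24 h at 37 °C, 5% CO2. Luminescence read 10 min after adding luciferase reagent at ambient temperature.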
Tb PFK inh – qHTS Assay to Find Inhibitors of T. brucei phosphofructokinase; 330,000 tested, 0.17% active; T. brucei PFK, ADP-Glo luminescence; Potency, µM (highest dose often 57.5 µM), without a hit: at the highest dose activity, negative = inhibition, actives largely listed as inhibitors;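 note: potency is the fitted concentration of half-maximal effect; 0% = uninhibited 1x PFK enzyme wells and -100% = no-enzyme wells; nearly all actives have a fitted effect of over 60% in size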
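Activity is normalized to no-enzyme wells (full inhibition) and 1.25 nM enzyme wells (no inhibition). Reaction: 0.5 mM F6P, 0.1 mM ATP, 45 min RT, ADP-Glo luminescence; concentration-response curves fitted and classed by quality.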
Gal4-VP16 FLuc – VP16 counterscreen qHTS for inhibitors of ROR gamma transcriptional activity; Drosophila S2 Gal4-VP16 UAS-luciferase, luminescence, 20 h; Potency, µM (doses to about 53.6 µM), for inactives: top-dose activity, negative = inhibition, usual class: inhibitors; 310,000 tested, 3.5% active;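 note: Gal4-VP16 expression switched on by copper sulfate through the metallothionein promoter; potency is the fitted concentration of half-maximal effect; % is set by controls: 0 for no effect and ±100 for the full control effect; nearly all actives have a fitted effect of over 50% in size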
BRCA1 expr act – qHTS Assay to Identify Small Molecule Activators of BRCA1 Expression | MCF7-BRCA1-FFLuc reporter, luminescence, 48 h; response scale: scaled: vehicle 0%, 10 µM genistein 100% | Potency, µM (titrated, usually from 46.1 µM), for the others: at the top dose activation, most hits filed as activators | 380,000 tested, 1.1% active; note: potency is the fitted concentration of half-maximal effect; nearly all actives have a fitted effect of over 80% in size; some results filed as inactive show a strong effect at the top dose
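First, MCF7-BRCA1-FFLuc cells (2000/well) attach for 2 h; next, compounds are pin-added and incubated 48 h at 37 °C; finally, luciferase reagent is added and luminescence read after 15 min.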
RORgamma inh – qHTS for inhibitors of ROR gamma transcriptional activity; AID 2551, 2010; Potency, µM (highest dose often 53.6 µM), inactives show at the top dose activity change, negative = inhibition, usual class: inhibitors; 310,000 tested, 5.4% active; Drosophila S2 Gal4-RORgamma UAS-luciferase reporter, 20 h; Nuclear receptor ROR-gamma (Mus musculus), P51450; note: potency is the fitted concentration of half-maximal effect; % is set by controls: 0 for no effect and ±100 for the full control effect; nearly all actives have a fitted effect of over 60% in size
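Read-out: Photinus luciferase luminescence; inhibitors lower reporter signal. Insect Schneider cells with Gal4-ROR gamma fusion under metallothionein promoter, UAS reporter; 700 uM final copper sulfate induction, 20 hr, ambient temperature.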
Starred values were filed as active, the others as inactive; u = inconclusive; x = no result given; [ ] = another dose, or the depositor's remark. Unless noted, calls come from the whole dose curve; as a rule, active = well fitted curve in the direction sought with a large enough effect; inconclusive = small, poorly fitted or top-dose-only effect, or another doubt; inactive = no such curve, though single readings can be large; an effect the other way counts as inactive or inconclusive. These rows are one share of the data, so the mix of outcomes need not match the whole.

SMILES	TRPV1 agonist	ELG1 genotoxic	FLuc modulator	ELG1 DNA repair	NPC1 promoter act	p53 reactivator	Rab9 promoter act	Tb PFK inh	Gal4-VP16 FLuc	BRCA1 expr act	RORgamma inh
COC(=O)C1=C(c2ccccc2OCc2ccccc2)C[C@@H]2CC[C@H]1N2C(=O)NCCOc1ccccc1Cl	9	-8%	4%	u	2%	-6%	-6%	4%	x	-65%	x
CCOc1cc(-c2ccc(N)c(OCC)c2)ccc1N	-3	1%	u	0%	5%	-12%	-1%	-8%	-9%	-34%	4%
COc1cccc(-n2c(O)c(C=NCCN3CCNCC3)c(=O)[nH]c2=S)c1	-2	-3%	-1%	-8%	-1%	11%	2%	5%	4%	-2%	1%
O=c1c2ccccc2nc(-c2ccccc2)n1-c1ccccc1O	u	2%	-3%	-16%	4%	x	-5%	0%	x	-24%	x
C#C[C@]1(O)CCC2C3C(CC[C@@]21C)[C@@]1(C)CC[C@@H](O)CC1=C[C@H]3O (stereo not given in full)	x	-2%	x	-3%	x	-9%	x	0%	x	-4%	x
COC(=O)C1=C(c2ccc(OC)c(OC)c2)C[C@@H]2CC[C@H]1N2C(=O)NC1CC1	-6	1%	3%	19%	-1%	-6%	-1%	1%	x	2%	x
CCCCn1c(O)c(C(CC)=Nc2ccc(C(=O)O)cc2)c(=O)[nH]c1=O	-2	0%	-2%	u	-4%	8%	3%	2%	2%	-24%	18%
Cn1cc(C(=O)NC2CC2)c2ccccc21	2	3%	-1%	24%	-2%	-1%	5%	2%	-8%	0%	-4%
C1=C(c2c[nH]c3ccccc23)CCN(Cc2ccccc2)C1	3	-5%	3%	u	-8%	0%	-1%	-2%	2%	-51%	17%
COc1ccc(-c2cc(=NCCCCCC(=O)O)c3cc(C)ccc3o2)cc1	6	u	3%	u	-1%	20%	-6%	25%	-12%	u	11%
CCCn1c(C(=O)c2ccccc2OC)nc2ccccc21	12	-2%	4%	4%	-7%	-3%	-3%	-3%	0%	0%	u
CCC(CO)Nc1ccc([N+](=O)[O-])c2cccnc12 (stereo not given)	1	0%	4%	4%	6%	-4%	-4%	0%	1%	15%	0%
C=CCNC(=O)c1c(N)n(CCN2CCOCC2)c2nc3ccccc3nc12	22	-1%	2%	-29%	-4%	-15%	-3%	11%	-8%	4%	-30%
CC/C(=N\N1CCCCCC1)c1c(O)n(-c2ccccc2C)c(=O)[nH]c1=O	2	-9%	3%	-15%	-1%	-14%	-4%	-2%	u	-20%	u
CCc1ccc(NC2=NCCCS2)cc1	0	2%	-10%	1%	7%	3%	10%	1%	-3%	45%	-10%
CCC(CO)(C(=O)OC1C[N+]2(C)CCC1CC2)c1ccccc1 (stereo not given)	-11	18%	-6%	-4%	0%	2%	0%	-5%	0%[10 µM]	6%	-6%
Cc1ccc2c(CN3CC=C(c4ccccc4)CC3)cc(=O)oc2c1C	1	-3%	-20%	12%	-2%	-1%	-7%	-1%	-7%	2%	1%
CCOP(=O)(OCC)C(O)c1ccc(OC)cc1 (stereo not given)	-3	3%	1%	0%	-4%	-2%	-3%	0%	-16%	1%	-2%
CC(=O)CC(=O)C1C(=O)N(C)C(=O)N(C)C1=O	5	6%	4%	7%	0%	-3%	-4%	8%	-4%	-12%	-1%
CCC1(C(=O)c2ccc(C)cc2)C2c3ccccc3OC(=O)C21C(=O)O (stereo not given)	6	1%	-3%	13%	-2%	0%	-3%	-13%	-5%	0%	-2%
O=C(c1ccc(N2CCN(CCO)CC2)nc1)N1CCOCC1	3	5%	-1%	u	5%	u	-2%	-2%	-1%	12%	10%
COc1cccc(C(=O)N2CCC3(CC2)OCCO3)c1	-1	0%	6%	13%	-3%	2%	-1%	1%	2%	-15%	u
Cn1c(O)c(C=NCCCNC2CCCCC2)c(=O)n(C)c1=O	-2	-1%	2%	0%	1%	8%	-4%	-2%	0%	8%	-21%
CN(CC(=O)Nc1ccc(N2CCOCC2)cc1)CC(=O)Nc1cccc(C#N)c1	2	0%	-10%	-1%	0%	-5%	1%	-5%	u	21%	16%
CC(C)CCn1c(N)c(C(=O)OCC2CCCO2)c2nc3ccccc3nc21 (stereo not given)	28	-11%	-12%	u	-4%	-14%	-4%	-3%	19%	-39%	0%
CN(C)c1ccc(/C=C2\CC3C4CC=C5CC(O)CCC5(C)C4CCC3(C)C2=O)cc1 (stereo not given)	-1	4%	1%	14%	1%	0%	-5%	4%	-1%	5%	-4%[10 µM]
CC(=NCc1ccc2c(c1)OCO2)c1c(O)n(C)c(=O)n(C)c1=O	-2	-9%	2%	u	1%	-12%	-5%	2%	-3%	-44%	15%
CCn1c(O)c(N=Nc2ccc(S(=O)(=O)N3CCOCC3)cc2)c(=O)n(CC)c1=S	6	-7%	0%	u	-1%	-14%	0%	0%	0%	x	11%
CC(CO)(CO)N=Cc1c(O)n(-c2cccc3ccccc23)c(=O)[nH]c1=O	3	2%	2%	6%	-3%	-9%	-2%	2%	0%	-20%	6%
COc1ccc(NC(=O)CN(C)C(=O)CSC(c2ccccc2)c2ccccc2)cc1	8	-8%	12%	u	2%	-6%	-3%	-3%	x	-1%	x
CCOc1cc(-c2nc3c(C)cccn3c2NCC2CCCO2)ccc1O (stereo not given)	4	-5%	-10%	u	2%	-4%	-7%	1%	-15%	-2%	0%[10 µM]
CC(=O)c1ccc(OC(NC(=O)Cc2ccccc2)C(Cl)(Cl)Cl)cc1 (stereo not given)	-2	1%	2%	-2%	2%	3%	-1%	-2%	-12%	-1%	15%
Nc1ccccc1C(=O)OCCc1ccccc1	13	u	1.9µM*	u	1.1µM*	u	0.79µM*	4%	1%	x	-16%
CC(Cc1ccccc1)NC(=O)Cc1ccc([N+](=O)[O-])cc1 (stereo not given)	u	-1%	3%	-11%	-2%	x	-1%	u	-7%	3%	3%
O=C(c1cccn2c(=O)c3cc(Cl)ccc3nc12)N1CCC2(CC1)OCCO2	0	11%	-2%	u	-1%	5%	0%	3%	-12%	-6%	12%
Cn1ccnc1P(=S)(c1nccn1C)N1CCOCC1	1	3%	-5%	0%	-2%	-1%	-8%	-21%	-5%	9%	4%
CC1CN=C(Nc2ccc(N(C)C)cc2)S1 (stereo not given)	5	14%	u	u	15%	u	24%	-5%	6%	21%	u
CCOC(=O)C(NC(C)=O)C(OC(C)=O)c1cccc(N(CCCl)CCCl)c1 (stereo not given)	0	7%	3%	19%	-1%	-1%	-2%	0%	-1%	-29%	3%
CC(=O)OC1CC[C@]2(C#N)[C@H]3CC[C@]4(C)[C@H](C5C=CC(=O)O5)CCC4(O)C3CCC2(O)C1 (stereo not given in full)	-4	-14%	1%	15µM*	15%	4%	-5%	-1%	-15%	-47%	-17%
COc1ccc(-n2cnc3cc(C(=O)N4CCC5(CC4)OCCO5)ccc32)cc1	-4	11%	-2%	11%	-34%[inhibitor]	-1%	-13%	-1%	-14%	-17%	-1%
O=C(O)C1C2CCC(O2)C1C(=O)NC1CCCCC1 (stereo not given)	0	16%	0%	u	-4%	19%	-5%	2%	-19%	16%	0%
CCOP(=O)(OCC)C(Nc1cccc(C(F)(F)F)c1)c1ccc(C)cc1 (stereo not given)	u	-9%	4%	7%	3%	-3%	2%	-2%	u	-43%	u
Cc1cccc(OCC(=O)N2CCN(Cc3ccncc3)CC2)c1	8	2%	3%	0%	5%	5%	-3%	-3%	6%	13%	28%
CN(C)c1ccc(NC(=O)Oc2ccccc2)cc1	16	u	3µM*	u	1%	u	11%	-16%	-4%	-18%	u
CCOP(=O)(OCC)C(CC)N1CCOCC1 (stereo not given)	-3	1%	2%	-1%	-6%	-1%	-2%	-8%	2%	7%	-4%
